SRC3 inh = inhibitors of human steroid receptor coactivator 3 (SRC3); Q9Y6Q9; HEK293 GAL4-SRC3 luciferase reporter, luminescence; inhibition, % at 3.6 µM; hit rate 0.17% among 360,000;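 active means inhibition above a per-campaign cutoff, the mean of all compounds plus 3 SD, cut at about 60% in these data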;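 further: 0% = DMSO-treated cells and 100% = gossypol-treated cells at 36 µM; higher means less SRC3-driven luciferase light from the GAL4 reporter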
Target sequence (Q9Y6Q9 whole entry, looked up, the tested form may be a part): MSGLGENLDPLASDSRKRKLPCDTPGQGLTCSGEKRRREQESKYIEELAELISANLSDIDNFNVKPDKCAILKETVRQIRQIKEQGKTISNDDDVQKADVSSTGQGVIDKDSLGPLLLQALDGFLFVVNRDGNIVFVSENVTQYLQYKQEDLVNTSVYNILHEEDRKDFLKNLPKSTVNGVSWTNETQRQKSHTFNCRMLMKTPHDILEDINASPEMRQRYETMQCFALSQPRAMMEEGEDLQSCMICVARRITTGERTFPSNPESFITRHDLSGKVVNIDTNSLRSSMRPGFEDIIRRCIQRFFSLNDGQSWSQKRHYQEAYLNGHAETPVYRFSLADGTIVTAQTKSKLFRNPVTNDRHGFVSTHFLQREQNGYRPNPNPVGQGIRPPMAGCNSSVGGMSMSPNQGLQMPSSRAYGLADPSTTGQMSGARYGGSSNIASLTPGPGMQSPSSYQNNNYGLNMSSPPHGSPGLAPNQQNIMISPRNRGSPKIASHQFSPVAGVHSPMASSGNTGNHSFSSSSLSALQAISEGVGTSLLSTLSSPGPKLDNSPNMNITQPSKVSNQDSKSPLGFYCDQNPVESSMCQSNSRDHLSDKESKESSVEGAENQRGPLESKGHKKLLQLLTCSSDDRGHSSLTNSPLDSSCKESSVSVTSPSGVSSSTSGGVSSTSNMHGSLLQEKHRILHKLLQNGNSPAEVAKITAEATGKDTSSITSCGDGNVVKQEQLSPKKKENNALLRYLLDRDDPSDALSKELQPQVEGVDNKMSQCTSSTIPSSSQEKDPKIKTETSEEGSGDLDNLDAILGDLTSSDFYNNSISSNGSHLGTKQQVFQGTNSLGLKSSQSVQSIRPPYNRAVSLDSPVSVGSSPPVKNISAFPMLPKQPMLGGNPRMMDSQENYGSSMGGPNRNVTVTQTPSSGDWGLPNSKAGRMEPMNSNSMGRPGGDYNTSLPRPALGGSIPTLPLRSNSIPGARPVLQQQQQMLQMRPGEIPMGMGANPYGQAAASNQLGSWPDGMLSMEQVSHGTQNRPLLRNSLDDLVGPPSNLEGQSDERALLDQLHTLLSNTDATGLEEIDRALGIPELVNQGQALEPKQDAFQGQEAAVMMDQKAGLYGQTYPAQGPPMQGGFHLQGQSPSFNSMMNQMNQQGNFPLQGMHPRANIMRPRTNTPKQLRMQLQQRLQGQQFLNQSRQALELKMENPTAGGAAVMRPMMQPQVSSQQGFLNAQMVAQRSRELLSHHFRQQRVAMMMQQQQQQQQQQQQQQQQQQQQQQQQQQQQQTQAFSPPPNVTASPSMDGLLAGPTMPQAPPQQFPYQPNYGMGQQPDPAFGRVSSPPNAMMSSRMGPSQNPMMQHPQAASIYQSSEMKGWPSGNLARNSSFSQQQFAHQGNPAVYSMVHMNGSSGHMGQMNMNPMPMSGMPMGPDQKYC
TLR9-MyD88 inh = blocks human TLR9 binding to MyD88; AID 504734; inhibition, % at 4.98 µM; CHO BLA complementation TLR9-MyD88, CCF4 FRET ratio; Q9NR96+Q99836; hit rate 0.21% among 340,000;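 active means inhibition above the mean over all tested compounds plus 3 SD, cut at about 21% in these data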;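 further: 0% = DMSO only wells and 100% = clavulanate BLA inhibitor control wells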
ABHD5 PLIN5 PPI = inhibitors of human ABHD5-perilipin-5 interaction; Split G. princeps luciferase complementation, luminescence, 4 h; AID 602281; hit rate 0.78% among 360,000; Q00G26+Q8WTS1; inhibition, % at 4 µM;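 active means inhibition above the mean inhibition across every tested compound plus 3 SD, cut at about 22% in these data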;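 further: 0% = DMSO only wells and the 100% control is not disclosed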
NCOA1 inh = inhibits human SRC1 coactivator; AID 588354; hit rate 0.12% among 360,000; HEK293 GAL4-SRC1 luciferase reporter, luminescence; inhibition, % at 3.6 µM;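 active means inhibition above the campaign mean plus 3 SD, with each screening campaign given its own cutoff, cut at about 60% in these data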;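 further: 0% = DMSO treated cells and 100% = gossypol at 36 µM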
LRH-1 inv ag = suppresses constitutive activity of human LRH-1; O00482; HEK293T StAR-luciferase reporter, LRH-1 transfected, 24 h; inhibition, % at 3.6 µM; hit rate 0.13% among 360,000; AID 602396;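 active means inhibition above the mean inhibition of all tested compounds plus 3 SD, cut at about 73% in these data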;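 further: 0% = DMSO wells and 100% = reporter-only cells lacking LRH-1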
SRC2 inh = human SRC2 (NCOA2) inhibition; inhibition, % at 9 µM; HEK293 GAL4-SRC2 luciferase reporter, luminescence; hit rate 0.17% among 370,000; AID 651957; Q15596;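 active means inhibition above the mean inhibition of all tested compounds plus 3 SD, set per campaign, cut at about 52% in these data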;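 further: 0% = DMSO treated cells and 100% = cells given Gossypol at 36 µM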
TROY NFkB inh = inhibitors of TROY-dependent NF-kB signaling. Q293 LMP1-TROYcd NF-kB luciferase reporter, 4 h. AID 1347056. hit rate 0.98% among 360,000. inhibition, % at 10 µM;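 active means compounds whose plate-normalised and pattern-corrected inhibition of the luciferase reporter signal at the single screening dose is 50% or more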
NOD2 RIPK2 PPI = inhibitors of human NOD2-RIPK2 interaction; O43353; CHO BLA complementation NOD2-RIPK2, CCF4 ratio; inhibition, % at 4.98 µM; hit rate 0.38% among 360,000; in the data active means inhibition above about 21%;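 further: 0% = vehicle only and 100% = reference blocker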
NR2F2 inh = blocks human COUP-TFII nuclear receptor; P24468; HEK293T NGFI-A luciferase reporter, luminescence; inhibition, % at 8.6 µM; hit rate 0.7% among 370,000;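 active means inhibition above a per-plate cutoff, mean inhibition of test wells between control levels plus 3 SD, cut at about 38% in these data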;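 further: cells cotransfected with COUP-TFII expression vector driving the NGFI-A reporter; 0% = median of COUP-TF2 test wells and 100% = reporter-only cells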
Granule exo inh = lytic granule exocytosis inhibition. TALL-104 LAMP-1 surface exposure, flow cytometry; cells stimulated with thapsigargin and PMA. hit rate 0.66% among 360,000. inhibition, % at 10 µM;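 active means inhibition above about 55%, limit read from the data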
TWEAK Fn14 block = blocks TWEAK-Fn14 interaction in a reporter cell assay; TWEAK-stimulated Fn14 reporter cells, luciferase luminescence, 8 h; inhibition, % at 10 µM; hit rate 2% among 360,000; AID 1159606; in the data active means inhibition above about 50%
An asterisk follows results filed as active. These rows are one share of the data. The share of hits here may be higher or lower than overall.

Screening C=CCn1c(Cc2cccs2)nnc1SCC(=O)c1ccc2ccccc2c1 returned SRC3 inh 12, TLR9-MyD88 inh 7, ABHD5 PLIN5 PPI 6, NCOA1 inh 4, LRH-1 inv ag 9, SRC2 inh -1, TROY NFkB inh -10, NOD2 RIPK2 PPI 12, NR2F2 inh 11, Granule exo inh 1 and TWEAK Fn14 block 7.
Screening COc1cccc(-c2ccc3nnc(SCC(=O)Nc4ccc(NC(C)=O)cc4)n3n2)c1 returned SRC3 inh -2, TLR9-MyD88 inh 7, ABHD5 PLIN5 PPI -2, NCOA1 inh -18, LRH-1 inv ag -6, SRC2 inh -14, TROY NFkB inh -11, NOD2 RIPK2 PPI -5, NR2F2 inh -15, Granule exo inh 0 and TWEAK Fn14 block -6.
For CN(c1ccccc1C(=O)Nc1ccccc1-c1ccccc1)S(C)(=O)=O the results were SRC3 inh -1, TLR9-MyD88 inh -7, ABHD5 PLIN5 PPI -2, NCOA1 inh -11, LRH-1 inv ag 3, SRC2 inh 4, TROY NFkB inh 12, NOD2 RIPK2 PPI -4, NR2F2 inh 12, Granule exo inh 11 and TWEAK Fn14 block 2.
Screening S=C(NCCCN1CCOCC1)Nc1ccc(Cl)c(Cl)c1 returned SRC3 inh 14, TLR9-MyD88 inh 1, ABHD5 PLIN5 PPI 6, NCOA1 inh 13, LRH-1 inv ag 7, SRC2 inh -42, TROY NFkB inh -5, NOD2 RIPK2 PPI 7, NR2F2 inh 0, Granule exo inh 27 and TWEAK Fn14 block -12.
`CCOc1ccc(NC(=O)CSc2nnc(C3CC3)n2C2CC2)cc1` gave SRC3 inh 6, TLR9-MyD88 inh -6, ABHD5 PLIN5 PPI -6, NCOA1 inh -9, LRH-1 inv ag 16, SRC2 inh 17, TROY NFkB inh 4, NOD2 RIPK2 PPI -9, NR2F2 inh -4, Granule exo inh 7 and TWEAK Fn14 block -2.
For Cc1sc2ncnc(NCC(c3ccco3)N(C)C)c2c1C (stereo unspecified) the results were SRC3 inh -15, TLR9-MyD88 inh -20, ABHD5 PLIN5 PPI -3, NCOA1 inh 9, LRH-1 inv ag -19, SRC2 inh -17, TROY NFkB inh -1, NOD2 RIPK2 PPI -5, NR2F2 inh -1, Granule exo inh 2 and TWEAK Fn14 block -10.
Fc1ccc(NC(=S)Nc2cccc(Cl)c2)cc1 was read as SRC3 inh 15, TLR9-MyD88 inh 3, ABHD5 PLIN5 PPI -8, NCOA1 inh 2, LRH-1 inv ag 15, SRC2 inh 6, TROY NFkB inh -29, NOD2 RIPK2 PPI 4, NR2F2 inh -7, Granule exo inh 11 and TWEAK Fn14 block -2.
COc1ccc(CCN2C(=O)c3ccccc3C2c2nnnn2C(C)C)cc1OC (stereo unspecified) was read as ABHD5 PLIN5 PPI -5, LRH-1 inv ag -19, SRC2 inh -11, TROY NFkB inh 0, NOD2 RIPK2 PPI -4, NR2F2 inh -2, Granule exo inh -2 and TWEAK Fn14 block -21.
For O=c1oc(-c2ccccc2F)nc2scc(-c3ccccc3)c12 the results were SRC3 inh 9, ABHD5 PLIN5 PPI -8, NCOA1 inh -33, LRH-1 inv ag -5, SRC2 inh -11, TROY NFkB inh 17, NOD2 RIPK2 PPI 4, NR2F2 inh 3, Granule exo inh -8 and TWEAK Fn14 block 40.
For Cc1cc(SCC(=O)OCC(=O)NCC2CCCO2)c(C)cc1Br (stereo unspecified) the results were SRC3 inh 16, TLR9-MyD88 inh -7, ABHD5 PLIN5 PPI 1, NCOA1 inh -13, LRH-1 inv ag -14, SRC2 inh -27, TROY NFkB inh -8, NOD2 RIPK2 PPI 2, NR2F2 inh -5, Granule exo inh -2 and TWEAK Fn14 block 1.
Screening N=C(N)SCc1ccc(Cl)cc1Cl returned SRC3 inh 12, TLR9-MyD88 inh 4, ABHD5 PLIN5 PPI 7, NCOA1 inh 10, LRH-1 inv ag 24, SRC2 inh 6, TROY NFkB inh 13, NOD2 RIPK2 PPI 1, NR2F2 inh 16, Granule exo inh 40 and TWEAK Fn14 block -13.
`Cc1cc(OC(=O)c2cccc([N+](=O)[O-])c2)c(C)cc1CN1CCOCC1` gave SRC3 inh 11, TLR9-MyD88 inh -1, ABHD5 PLIN5 PPI 11, NCOA1 inh 14, LRH-1 inv ag 1, SRC2 inh 14, TROY NFkB inh 17, NOD2 RIPK2 PPI 0, NR2F2 inh 4, Granule exo inh 7 and TWEAK Fn14 block -5.
For CCOC(=O)c1sc(NC(=O)c2ccc(OC)cc2)nc1C the results were SRC3 inh -11, TLR9-MyD88 inh 3, ABHD5 PLIN5 PPI 2, NCOA1 inh -11, LRH-1 inv ag 3, SRC2 inh 3, TROY NFkB inh -35, NOD2 RIPK2 PPI 2, NR2F2 inh -5, Granule exo inh -2 and TWEAK Fn14 block -10.
Screening COc1ccc(CCC2=NCCN2C(CC(C)C)c2nc3ccccc3[nH]2)cc1 (stereo unspecified) returned SRC3 inh 9, ABHD5 PLIN5 PPI 6, NCOA1 inh 8, LRH-1 inv ag 4, SRC2 inh -19, TROY NFkB inh 4, NOD2 RIPK2 PPI -1, NR2F2 inh -5, Granule exo inh -1 and TWEAK Fn14 block -2.
`FC(F)(F)c1ccc2c(c1)n(Cc1ccccc1)c1[n+]2CCCCC1` gave SRC3 inh 2, TLR9-MyD88 inh -3, ABHD5 PLIN5 PPI 3, NCOA1 inh -4, LRH-1 inv ag 15, SRC2 inh 6, TROY NFkB inh 16, NOD2 RIPK2 PPI -12, NR2F2 inh 7, Granule exo inh 1 and TWEAK Fn14 block 2.
Screening CC(C)NC(=O)C1(C)CN(S(C)(=O)=O)CC(=O)N1Cc1cccs1 (stereo unspecified) returned ABHD5 PLIN5 PPI -12, LRH-1 inv ag 3, SRC2 inh 9, NOD2 RIPK2 PPI -10, NR2F2 inh -16 and Granule exo inh 6.
For COCCNc1ncnc2c1ncn2[C@H]1CN(Cc2ccncc2)C[C@@H](CO)O1 the results were SRC3 inh 2, ABHD5 PLIN5 PPI 10, NCOA1 inh 0, LRH-1 inv ag 14, SRC2 inh 0, TROY NFkB inh -11, NOD2 RIPK2 PPI -8, NR2F2 inh -9, Granule exo inh -2 and TWEAK Fn14 block -5.
CC1(C)Cc2ccccc2/C(=C/C(=O)c2ccccc2)N1 was read as SRC3 inh 10, TLR9-MyD88 inh -7, ABHD5 PLIN5 PPI -11, NCOA1 inh -10, LRH-1 inv ag 43, SRC2 inh -1, TROY NFkB inh -20, NOD2 RIPK2 PPI 0, NR2F2 inh 13, Granule exo inh -12 and TWEAK Fn14 block -22.
COc1ccccc1NC(=O)COC(=O)Cn1c(C)csc1=O was read as SRC3 inh 10, TLR9-MyD88 inh -7, ABHD5 PLIN5 PPI 1, NCOA1 inh -14, LRH-1 inv ag -20, SRC2 inh -15, TROY NFkB inh -8, NOD2 RIPK2 PPI -6, NR2F2 inh 1, Granule exo inh 0 and TWEAK Fn14 block 3.
Screening CCCCN1C(=O)C(=O)N(CC(=O)Nc2sc(C)c(CC)c2C(=O)OCC)C1=O returned SRC3 inh 8, TLR9-MyD88 inh -12, ABHD5 PLIN5 PPI -16, NCOA1 inh 2, LRH-1 inv ag 17, SRC2 inh -8, TROY NFkB inh 2, NOD2 RIPK2 PPI 0, NR2F2 inh 5, Granule exo inh -7 and TWEAK Fn14 block 0.
Screening CSc1nnc(CNC(=O)c2ccccc2)n1-c1cccc(C)c1 returned SRC3 inh 5, TLR9-MyD88 inh 2, ABHD5 PLIN5 PPI 9, NCOA1 inh -4, LRH-1 inv ag 0, SRC2 inh -4, TROY NFkB inh -16, NOD2 RIPK2 PPI -20, NR2F2 inh 26, Granule exo inh -1 and TWEAK Fn14 block 12.
`CC(=O)Nc1ccc(S(=O)(=O)NCCc2csc(-c3cccnc3)n2)cc1` gave SRC3 inh 16, TLR9-MyD88 inh 0, ABHD5 PLIN5 PPI -4, NCOA1 inh -3, LRH-1 inv ag -40, SRC2 inh 9, TROY NFkB inh 16, NOD2 RIPK2 PPI -6, NR2F2 inh -10, Granule exo inh 1 and TWEAK Fn14 block -8.
`Cc1ccc2cccc(OCc3nnc(SCC(=O)O)n3C)c2n1` gave SRC3 inh 8, TLR9-MyD88 inh 6, ABHD5 PLIN5 PPI -7, NCOA1 inh 5, LRH-1 inv ag 9, SRC2 inh -6, TROY NFkB inh 8, NOD2 RIPK2 PPI 4, NR2F2 inh 8, Granule exo inh 1 and TWEAK Fn14 block -5.
`CCOc1ccc(C(=O)NCCO)cc1` gave SRC3 inh -11, TLR9-MyD88 inh -5, ABHD5 PLIN5 PPI 0, NCOA1 inh -6, LRH-1 inv ag 14, SRC2 inh -12, TROY NFkB inh -5, NOD2 RIPK2 PPI 7, NR2F2 inh -3, Granule exo inh -2 and TWEAK Fn14 block 9.
Screening CCCCN(C=O)c1c(CC)nc2ccc(C(=O)N3CCN(C(=O)c4ccco4)CC3)cn12 returned SRC3 inh 5, ABHD5 PLIN5 PPI 2, NCOA1 inh -10, LRH-1 inv ag -1, SRC2 inh -6, TROY NFkB inh 9, NOD2 RIPK2 PPI -7, NR2F2 inh 6, Granule exo inh -1 and TWEAK Fn14 block -13.
N#Cc1cccnc1N1CCN(C(=O)c2ccco2)CC1 was read as SRC3 inh 8, TLR9-MyD88 inh -2, ABHD5 PLIN5 PPI -3, NCOA1 inh -9, LRH-1 inv ag -17, SRC2 inh -27, TROY NFkB inh -15, NOD2 RIPK2 PPI 0, NR2F2 inh -7, Granule exo inh 2 and TWEAK Fn14 block -17.
`CCCCNC(=O)COC(=O)CCC(=O)c1cccs1` gave SRC3 inh -6, TLR9-MyD88 inh 7, ABHD5 PLIN5 PPI -5, NCOA1 inh -4, LRH-1 inv ag -3, SRC2 inh -16, TROY NFkB inh -15, NOD2 RIPK2 PPI 6, NR2F2 inh -1, Granule exo inh -1 and TWEAK Fn14 block -6.
O=C(Nc1c(C(=O)N2CCOCC2)oc2ccccc12)c1cccc([N+](=O)[O-])c1 was read as SRC3 inh -1, TLR9-MyD88 inh 4, ABHD5 PLIN5 PPI 3, NCOA1 inh 13, LRH-1 inv ag 7, SRC2 inh -16, TROY NFkB inh -4, NOD2 RIPK2 PPI -8, NR2F2 inh -9, Granule exo inh 14 and TWEAK Fn14 block -47.
COc1ccc(N2CCN(S(=O)(=O)c3cc(Br)cnc3N)CC2)cc1 was read as SRC3 inh -4, TLR9-MyD88 inh 13, ABHD5 PLIN5 PPI 3, NCOA1 inh -45, LRH-1 inv ag 13, SRC2 inh 14, TROY NFkB inh -1, NOD2 RIPK2 PPI 1, NR2F2 inh 7, Granule exo inh 0 and TWEAK Fn14 block 1.
Screening CN(CC(=O)Nc1ccccc1Cl)C(=O)CSC(=S)N1CCCC1 returned SRC3 inh 9, TLR9-MyD88 inh -14, ABHD5 PLIN5 PPI -10, NCOA1 inh 3, LRH-1 inv ag 17, SRC2 inh 5, TROY NFkB inh 4, NOD2 RIPK2 PPI -1, NR2F2 inh -12, Granule exo inh -6 and TWEAK Fn14 block 17.
For Cc1ccc(C#CC[N+]2(CC#Cc3ccc(C)cc3)CCCCC2)cc1 the results were SRC3 inh 26, TLR9-MyD88 inh 7, ABHD5 PLIN5 PPI 20, NCOA1 inh 35, LRH-1 inv ag 59, SRC2 inh 24, TROY NFkB inh 34, NOD2 RIPK2 PPI -3, NR2F2 inh 45*, Granule exo inh 54 and TWEAK Fn14 block 34.

Assay outcomes deposited in PubChem by several laboratories.
